PolyA inh: polyadenylation inhibitors in yeast reporter cells, primary screen, luminescence, S. cerevisiae; S. cerevisiae SKY197-pL101 polyadenylation reporter, beta-gal luminescence; efflux-impaired pdr1/pdr3 knockout yeast; score 100 = 6 SD above DMSO; calls only at 12 µM; actives 0.02% (n = 300,000); AID 1875, 2009;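 active means lowest replicate activity score at least 50, where 100 means six control SD above control mean; inconclusive means lowest score under 50 but half or more replicates reach 50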;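 further: yeast exposed to compound for 9 h at 30 °C; higher score means more reporter readthrough which indicates perturbed polyadenylation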
KLF5 inh: KLF5 expression inhibitors, primary screen, DLD-1 cells, luminescence; DLD-1 KLF5 promoter-luciferase reporter; inhibition, % at 5 µM; actives 0.23% (n = 290,000);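 active means inhibition above a per-plate limit of that plate's mean compound inhibition plus 3 SD, cut at about 60% in these data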;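 further: 0% = DMSO wells and 100% = LY294002 at 200 µM; higher means less KLF5 promoter-driven luciferase light; inactives centre near -14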
GSK3 alpha inh: blockers of GSK3A enzyme activity – biochemical, luminescence, cell-free homogeneous, HTS, primary screen; AID 2650, 2010; actives 0.1% (n = 320,000); inhibition, % at 10 µM; Glycogen synthase kinase-3 alpha (Homo sapiens), P49840; GSK-3 alpha kinase, ADP-Glo luminescence, 60 min;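 in the data active means inhibition above about 50%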;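 further: GST-tagged GSK-3 alpha with peptide substrate and 25 µM ATP; 0% = DMSO neutral wells and 100% = GW8510 positive control wells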
Target sequence (P49840 whole entry, looked up): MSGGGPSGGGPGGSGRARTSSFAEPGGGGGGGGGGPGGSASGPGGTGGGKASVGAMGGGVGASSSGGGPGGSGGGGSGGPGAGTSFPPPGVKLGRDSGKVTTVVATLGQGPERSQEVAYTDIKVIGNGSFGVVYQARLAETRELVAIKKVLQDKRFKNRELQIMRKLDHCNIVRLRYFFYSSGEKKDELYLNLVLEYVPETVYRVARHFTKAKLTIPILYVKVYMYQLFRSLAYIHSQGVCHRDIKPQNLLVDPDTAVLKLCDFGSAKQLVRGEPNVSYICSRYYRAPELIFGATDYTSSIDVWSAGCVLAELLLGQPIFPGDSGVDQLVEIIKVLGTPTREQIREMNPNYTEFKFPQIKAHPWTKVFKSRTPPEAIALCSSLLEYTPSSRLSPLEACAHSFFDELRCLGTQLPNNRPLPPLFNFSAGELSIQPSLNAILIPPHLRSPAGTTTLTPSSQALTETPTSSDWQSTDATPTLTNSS
IEC-6 tox: cytotoxicity in IEC-6 intestinal epithelial cells, primary screen, cytotoxicity control for KLF5 inhibitor project, cell-based, luminescence; actives 0.78% (n = 290,000); inhibition, % at 5 µM; AID 1825, 2009; IEC-6 cytotoxicity, luminescence viability; in the data active means inhibition above about 22%;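 further: 0% = plate median of test compound wells and 100% = cytotoxic reference compound wells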
HSP90 refold inh: HSP90 inhibitors, primary screen, cell lysate, luminescence | Rabbit reticulocyte lysate, luciferase refolding luminescence, 3 h | inhibition, % at 5.6 µM | actives 0.91% (n = 290,000);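 active means inhibition above the screen-wide mean plus 3 SD, computed separately per campaign, cut at about 16% in these data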;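 further: 0% = DMSO wells and 100% = 60 µM geldanamycin wells; inhibitors lower the luminescence because luciferase stays unfolded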
GSK3beta inhib: human GSK3beta kinase inhibitors, primary screen, biochemical, cell-free homogeneous, HTS. GST-GSK3beta kinase, ADP-Glo luminescence, 60 min; hits give low values. Glycogen synthase kinase-3 beta (Homo sapiens), P49841. actives 0.038% (n = 300,000). activity score (negative = inhibition), % at 10 µM;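 active means more than half of replicate wells score below -50%, meaning over 50% inhibition versus plate controls; inconclusive means some replicates but at most half score below -50%; inactive means no replicate scores below -50%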;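 further: 0% = median DMSO wells and -100% = median GW8510 positive control wells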
Target sequence (P49841 whole entry, looked up): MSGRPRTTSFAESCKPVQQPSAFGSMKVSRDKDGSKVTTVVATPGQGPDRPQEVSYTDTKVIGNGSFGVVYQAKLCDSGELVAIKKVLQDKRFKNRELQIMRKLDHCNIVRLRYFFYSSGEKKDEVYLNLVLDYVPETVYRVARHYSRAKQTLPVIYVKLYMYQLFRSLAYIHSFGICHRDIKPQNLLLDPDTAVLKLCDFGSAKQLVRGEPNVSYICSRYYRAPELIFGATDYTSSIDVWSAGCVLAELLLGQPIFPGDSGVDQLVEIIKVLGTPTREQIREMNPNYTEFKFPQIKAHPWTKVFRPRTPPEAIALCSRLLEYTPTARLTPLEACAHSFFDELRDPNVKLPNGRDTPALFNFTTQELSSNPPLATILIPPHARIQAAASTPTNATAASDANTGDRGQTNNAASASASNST
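Test system: GST-tagged human GSK3beta kinase, cell-free; evaluation: activity score scaled between in-plate DMSO and GW8510 controls; measured by: ADP-Glo luminescence; incubation: 60 min reaction, RT; benchmarks: DMSO and 20 µM GW8510; reagent: peptide substrate plus 25 µM ATP (final); medium: Tris/MgCl2 kinase buffer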
HSF1 inhib: HSF1 inhibitors in luciferase reporter cells, primary screen, cell-based, NIH3T3, luminescence. NIH3T3-HGL HSE-luciferase, MG132-induced, luminescence 8 h; hits give low values. actives 0.77% (n = 300,000). activity change, negative = inhibition, % at 7.5 µM (by protocol);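 active means more than half of replicate wells show activity change below -50%, luminescence cut by over half; inconclusive means some wells, but at most half, below -50%; inactive means no replicate well below -50%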;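 further: luciferase reports HSF-1 transcriptional activity via heat shock element; 0% = median of DMSO wells and -100% = zero luminescence signal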
aSyn UTR inh: MLPCN primary screen, SNCA 5' untranslated region; inhibition, % (tested at 7.5 µM); actives 0.82% (n = 300,000); alpha-synuclein 5'UTR reporter, inhibitor activity; in the data active means inhibition above about 60%; inconclusive means no clear call, values can overlap the other calls;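 further: H4 neuroglioblastoma cells stably carrying SNCA 5'UTR luciferase fusion; 0% = DMSO wells and 100% = positive control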
AI-2 QS modul: Vibrio harveyi AI-2 quorum sensing modulators, primary screen, JMH597 strain, luminescence/OD600 ratio. actives 0.4% (n = 300,000). Vibrio harveyi JMH597 AI-2 luminescence/OD600 ratio, 9 h; hits give low values; strain lacks LuxN and CqsS sensors; 0 = neutral-control median. activity change, % at 7.5 µM; in the data active means activity change below about -75%, passing the limit was not always enough; inconclusive means no clear call, values can overlap the other calls;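 further: luminescence divided by OD600 gain over 9 h not by final OD600 alone; inactives centre near 13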
HSF-1 act: HSF-1 activators, primary screen, NIH3T3-HGL cells, MG132 stress, luminescence, single point | NIH3T3-HGL HSF-1 luciferase reporter, 8 h; 100% = twice DMSO control signal | activation, % at 9 µM | actives 1.7% (n = 300,000) | AID 504408, 2011;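 active means mean replicate activation of at least 50% with a set share of replicates each reaching 50%; inconclusive means only one of those two conditions met; inactive means mean below 50% and too few replicates reaching it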;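 further: 0% = median of the neutral control wells and 100% = twice that signal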
An asterisk follows results filed as active; i = inactive; ? = inconclusive; nt = no result given. The list is partial (hit frequency here may not be typical).

A first look, 2 compounds:
SMILES | PolyA inh | KLF5 inh | GSK3 alpha inh | IEC-6 tox | HSP90 refold inh | GSK3beta inhib | HSF1 inhib | aSyn UTR inh | AI-2 QS modul | HSF-1 act
COC(=O)NNC(=O)COc1cc(C)ccc1C | i | -12 | -5 | -3 | 0 | 2 | -5 | -3 | 21 | 10
COc1ccccc1C1C([N+](=O)[O-])=CC([N+](=O)[O-])=CN1C (stereo unspecified) | i | -12 | 4 | 7 | 2 | 0 | -6 | -56 | 3 | 1

The list itself (from the top)
SMILES | PolyA inh | KLF5 inh | GSK3 alpha inh | IEC-6 tox | HSP90 refold inh | GSK3beta inhib | HSF1 inhib | aSyn UTR inh | AI-2 QS modul | HSF-1 act
COC(=O)NNC(=O)COc1cc(C)ccc1C | i | -12 | -5 | -3 | 0 | 2 | -5 | -3 | 21 | 10
COc1ccccc1C1C([N+](=O)[O-])=CC([N+](=O)[O-])=CN1C (stereo unspecified) | i | -12 | 4 | 7 | 2 | 0 | -6 | -56 | 3 | 1
O=C(c1cnc2ccccc2n1)N1CCN(c2ccc(C(F)(F)F)cn2)CC1 | i | 21 | -3 | 0 | -2 | 3 | 0 | 1 | 24 | 3
COC(=O)NNS(=O)(=O)c1ccc(C)cc1 | i | -16 | -2 | -3 | -4 | 0 | 0 | 18 | 7 | -2
CCCn1c(N)c(N(C)C)c(=O)n(CC(=O)Nc2ccc(OC(F)(F)F)cc2)c1=O | i | 3 | -4 | 0 | 1 | -2 | 0 | 18 | 21 | 20
CCOC(=O)C1(CC2CCCCO2)CCN(C(=O)Nc2ccc(C(=O)OC)cc2)CC1 (stereo unspecified) | i | -23 | 4 | -5 | 0 | 1 | -12 | 8 | 10 | -15
O=C(NCCCN1CCCCC1)C1CCN(c2ncnc3c2nc2n3CCCCC2)CC1 | i | -39 | 0 | 2 | 4 | 3 | -1 | -1 | 7 | -3
COc1ccc(CSc2nnnn2-c2ccc(C(N)=O)cc2)cc1[N+](=O)[O-] | i | -32 | -2 | 3 | 5 | 0 | 2 | 6 | -5 | -8
O=C(Nc1cc2c(cc1C(=O)O)OCCCO2)c1ccc(C(F)(F)F)cc1 | i | -114 | -3 | -2 | 0 | 0 | 16 | -94 | 22 | 32
O=[N+]([O-])c1ccc(C2Nc3cccc4cccc(c34)N2)cc1 | i | 8 | 0 | -3 | 3 | 2 | nt | 45 | 32 | nt
NC(Cc1ccc2nonc2c1)C(=O)O (stereo unspecified) | i | -15 | nt | -3 | 2 | 0 | -2 | -4 | 9 | 3
COc1ccc(Nc2ncc(C(=O)O)c3ccccc23)cc1 | i | -19 | -2 | 4 | -1 | -1 | 6 | -8 | 32 | 3
CC(=O)Nc1ccc(NS(=O)(=O)c2ccc3c(c2)oc(=O)n3C)cc1 | i | -4 | -7 | -1 | -2 | 0 | -8 | 15 | 4 | -8
COC(=O)c1c(O)cc(C(C)(C)C)n(-c2ccc(F)cc2)c1=O | i | -30 | -2 | -1 | -1 | -1 | 3 | -18 | 16 | 9
O=C(CSc1ncccc1C(=O)O)NCCC1=CCCCC1 | i | -1 | -2 | 4 | 7 | 1 | -9 | -4 | 10 | 2
CC(=O)c1c(C(C)=O)c(C)n(C(c2ccccc2)c2ccccc2)c1C | i | -8 | -2 | 5 | -2 | 0 | 25 | 3 | 13 | 26
CCOC(=O)c1sc(=NC(=O)CCS(=O)(=O)c2ccccc2)n(C)c1C | i | -19 | -2 | -4 | -2 | -1 | 6 | -8 | 17 | -1
Cc1nnc(Sc2c(N)n(C)c(=O)n(C)c2=O)s1 | i | 2 | -3 | 2 | 9 | -1 | -7 | 0 | 21 | -9
CCOC(=O)Cn1c(=NC(=O)C(C)(C)C)sc2cc([N+](=O)[O-])ccc21 | i | 6 | -2 | -7 | 3 | 2 | -4 | -3 | 35 | 31
O=C(Nc1c(-c2ccccc2)nc2ccccn12)c1cccs1 | i | -11 | -6 | -4 | -4 | -3 | -2 | 18 | -13 | 14
N/C(=N\OC(=O)c1cccc(F)c1)c1ccccn1 | i | -50 | 6 | 3 | 31* | -6 | -13 | 23 | 21 | 1
O=C(c1ccc(N2CCCCS2(=O)=O)cc1)N1CCN(c2ccc(N3CCOCC3)nn2)CC1 | i | 7 | -1 | -1 | 0 | -2 | 2 | 7 | 11 | 11
Cc1nonc1NC(=O)CSc1nc2ccccc2[nH]1 | i | -15 | 0 | -4 | 6 | 2 | 2 | 5 | 5 | 28
CN(C)CCN=Cc1c(O)n(Cc2ccccc2)c(=O)c2ccccc12 | i | -39 | 0 | 3 | 0 | 3 | -5 | 9 | 62 | 7
Cc1cccc(NCc2ccc(O)c3ncccc23)c1C | i | -1 | -1 | -7 | 2 | 0 | -63* | ? | -2 | -62
CCCCNC(=O)COC(=O)c1ccccc1F | i | 3 | -1 | -7 | 7 | 1 | 0 | 6 | 28 | 2
COc1ccc(SCc2noc(C(=O)NC(C)C)c2C(=O)O)cc1 | i | -23 | -3 | -4 | -8 | 5 | 1 | 0 | 43 | -17
CN(C)Cc1c(C(=O)N/N=C/C=C/c2ccccc2)nnn1-c1nonc1N | i | -6 | 10 | -3 | 4 | -1 | -3 | -12 | 18 | -3
Cc1ccc(NC(=O)c2cc(-c3cccc(O)c3)on2)cc1C | i | -84 | 4 | -1 | -1 | -1 | 20 | -115 | -53 | 7
O=C(Nc1ccc2c(c1)OCCO2)c1ccc2ccccc2n1 | nt | -11 | -3 | 15 | 1 | 1 | nt | nt | 14 | nt
COc1ccc(NC(=O)NNC(=O)c2cc3ccccc3cc2O)cc1 | nt | -31 | 0 | -2 | -4 | 0 | -3 | -7 | 21 | 2
O=C(N/N=C/c1cccs1)c1ccccn1 | i | -120 | -3 | 11 | 4 | -1 | 11 | -79 | 18 | 5
COc1ccccc1C(=O)N(CCC1CCCN1C)c1nc2ccccc2s1 (stereo unspecified) | i | 2 | 1 | 12 | 67* | 1 | -72* | -103 | 10 | -71
Cc1cc(C)c(S(=O)(=O)Nc2nnc(C3CCCCC3)s2)c(C)c1 | i | 0 | -3 | -6 | 2 | 5 | -3 | -3 | 11 | -3
CCC(CC)C(=O)Nc1cc(C(=O)NCCc2ccccc2)ccc1Cl | i | -70 | -1 | 1 | 3 | -2 | 4 | -15 | 17 | 26
CC(CCC(=O)Nc1nncs1)C(=O)O (stereo unspecified) | i | -5 | -1 | -3 | 4 | -3 | -1 | -7 | 26 | -8
Cc1ccc(-c2nc(SCC(=O)Nc3cc(C)on3)c3c(=O)n(C)c(=O)n(C)c3n2)cc1 | i | -1 | -3 | -4 | -4 | -2 | 1 | -13 | 15 | -6
CCOC(=O)CC(=O)CSc1nc(-c2ccccc2)cc(-c2ccccc2)c1C#N | i | 12 | -1 | -7 | 2 | 0 | -2 | -13 | 10 | 19
CCn1c(SCC(=O)Nc2cccc(OC)c2)nnc1-c1ccc(Cl)cc1 | i | -11 | -2 | 0 | -1 | -1 | 9 | -21 | 14 | 8
CCOC(=O)C1(Cc2cccc(Cl)c2)CCCN(C(=O)c2ccco2)C1 (stereo unspecified) | i | 7 | -1 | 1 | -5 | 0 | -3 | -57 | 6 | 12
O=C(c1ccc(S(=O)(=O)Nc2ccc(F)cc2)cc1)N1CCN(C(=O)c2ccco2)CC1 | i | -12 | 2 | -3 | 7 | nt | -4 | 8 | nt | -9
COc1ccc(NCCC#N)cc1 | i | -13 | 0 | 4 | 7 | -7 | -7 | -18 | -1 | -28
COc1ccccc1/C=N/NC(=O)c1cccc(NC(=O)c2ccccc2C)c1 | i | 1 | 2 | -2 | 7 | -2 | 2 | -4 | 51 | 9
O=C(COc1ccc2c3c(c(=O)oc2c1)CCC3)NCc1cccnc1 | i | -22 | -2 | 2 | -4 | 6 | -2 | -15 | 29 | 0
Cc1cc(OCC(=O)Nc2ccccn2)c2c(C)cc(=O)oc2c1 | i | -30 | 0 | 2 | -1 | -2 | -1 | -33 | 12 | 2
O=C(CCN1C(=O)C2C3C=CC(C3)C2C1=O)N1CCN(c2ccc(F)cc2)CC1 (stereo unspecified) | nt | -3 | -1 | 4 | 3 | nt | nt | nt | nt | nt
COc1ccc(-c2cc(C(=O)OCC(=O)N3CCCC3)c3ccccc3n2)cc1 | i | -36 | 5 | 2 | 1 | 7 | 0 | -29 | 14 | -1
Cc1ccc(C(=O)O)cc1S(=O)(=O)N1CCSCC1 | i | -10 | -1 | -5 | -1 | -1 | -6 | -2 | -2 | -1
CC(C)(C)c1ccc(C(=O)NNC(=S)NCC2CCCO2)cc1 (stereo unspecified) | i | -31 | -1 | -1 | -3 | -3 | 8 | 2 | 25 | 2
O=C(Nc1ccc(Cl)c(C(F)(F)F)c1)NC1CC2CCCC(C1)N2C1CC1 (stereo unspecified) | i | -33 | -1 | 7 | 4 | nt | 2 | -5 | nt | -21
O=C(NC1CCCC1)C1CC(c2ccc(F)cc2)=NO1 (stereo unspecified) | i | -27 | 10 | 0 | 0 | 1 | 7 | -108 | 31 | 11
O=C(COC(=O)c1cccs1)NC1CCCCC1 | i | -5 | 1 | 1 | -1 | 0 | 4 | 7 | 20 | 3
O=C(c1ncc[nH]1)c1ccco1 | i | 2 | 1 | 0 | -3 | -2 | -4 | -13 | 19 | -7
c1ccc(-c2nnc(SCc3nc4ccccc4[nH]3)o2)cc1 | nt | 17 | 4 | 2 | -1 | 3 | nt | -48 | -41 | nt
Clc1ccc(CCNc2ncnc3c2nnn3Cc2ccccc2)cc1 | i | 7 | -1 | -1 | 1 | 0 | 4 | 5 | 17 | 8
CCCC(=O)Nc1cc(-c2nn(C)c(=O)c3ccccc23)ccc1OC | i | -19 | -3 | 2 | 0 | 1 | 26 | 24 | 23 | 60*
COc1cc2nc(C3CCC3)n(NC(=O)C(OC(C)=O)c3ccccc3)c(=O)c2cc1OC (stereo unspecified) | i | -6 | -3 | 3 | -2 | -3 | -3 | 38 | 10 | 4
CN(C)S(=O)(=O)c1cccc(NC(=O)COC(=O)/C=C/c2ccc3c(c2)OCO3)c1 | i | 9 | nt | 0 | 4 | 1 | 1 | 33 | 12 | 2
O=S(=O)(NCCO)c1ccc2c(c1)Cc1cc(S(=O)(=O)NCCO)ccc1-2 | i | -15 | -4 | -4 | -1 | 8 | -2 | -6 | 23 | 4
